# From PubChem BioAssay
# FEN1 inh: blocks human flap endonuclease 1 | AID 588795 | P39748 | Potency, µM (series often up to 114 µM), for the others: at the top dose activity change, negative = inhibition, most hits filed as inhibitors | Recombinant FEN1 flap cleavage, fluorescence, 15 min | 0.35% of 390,000 active; further: nearly all actives have a fitted effect of over 65% in size
# Target sequence (P39748 whole entry, looked up): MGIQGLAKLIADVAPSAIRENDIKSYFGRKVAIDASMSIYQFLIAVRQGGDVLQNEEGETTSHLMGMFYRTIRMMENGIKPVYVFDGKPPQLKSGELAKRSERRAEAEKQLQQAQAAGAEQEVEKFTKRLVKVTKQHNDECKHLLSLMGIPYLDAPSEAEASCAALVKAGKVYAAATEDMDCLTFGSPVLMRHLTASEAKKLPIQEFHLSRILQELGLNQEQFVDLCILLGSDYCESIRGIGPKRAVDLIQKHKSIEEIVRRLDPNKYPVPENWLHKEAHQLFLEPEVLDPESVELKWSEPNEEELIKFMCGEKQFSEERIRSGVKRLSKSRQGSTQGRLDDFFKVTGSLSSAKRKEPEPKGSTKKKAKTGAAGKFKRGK
#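 Steps: FEN1 (10 nM) dispensed; compound added by pin tool; 15 min at room temperature; substrate added to 50 nM final; reads at 0 min and 15 min; data normalized and fitted (four-parameter Hill).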
# N370S GC: inhibitors or activators of N370S glucocerebrosidase for Gaucher disease | AID 2101 | N370S GC spleen homogenate, 4MU-glucoside fluorescence | 0.092% of 330,000 active | P04062 | Potency, µM (doses to about 59.4 µM), inactives show at the highest dose activity change, negative = inhibition, most hits filed as inhibitors;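 further: 0% = full enzyme activity and -100% = no enzyme basal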
# DT40 TDP1 CPT: growth inhibition of DT40 Tdp1-/-;hTDP1 cells with camptothecin (screen for TDP1 inhibitors); 12% of 420,000 active; chicken DT40 Tdp1-/-;hTDP1 cells + 20 nM CPT, ATP luminescence, 48 h; Potency, µM (titrated, usually from 46.2 µM), without a hit: at the top dose activity change, negative = growth inhibition, actives largely listed as inhibitors; further: nearly all actives have a fitted effect of over 55% in size
#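 Chicken DT40 Tdp1-/- cells stably complemented with human TDP1 were seeded at 400 cells/well in medium containing 20 nM camptothecin, exposed to pin-transferred compounds, and grown at 37 °C for at least 48 hr. Viability was read as ATP luminescence.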
# * marks the source's active call; other numbers are inactive results; u = inconclusive; x = no result given; [ ] = dose if it differs, or a comment. The call rests on the fitted dose curve; in most records, active means well fitted curve in the direction sought with a large enough effect; inconclusive means small, poorly fitted or top-dose-only effect, or another doubt; inactive means no such curve, though single readings can be large; an effect the other way counts as inactive or inconclusive. Unless noted, on the % scale 0 is the no-effect control and ±100 the full control effect; potency means the concentration at half of the fitted maximal effect.
# The opening 6 entries, to show the layout:
Compound,FEN1 inh,N370S GC,DT40 TDP1 CPT
Cc1cccc([C@@H]2[C@@H]3C(=O)N(Cc4ccccc4)C(=O)[C@@H]3[C@]3(Cc4ccccc4)C(=O)N(c4cccc(Cl)c4)C(=O)N23)c1,0%,-3%,-2%
Cc1ccc(Cl)cc1NC(=O)c1ccccn1,-14%,7%,-19%
O=C(O)c1cccc(NC(=O)c2cccc(NC(=O)C3CCCO3)c2)c1 (stereo unspecified),2%,6%,1%
COc1ccc(OC)c(NC(=O)CSc2ccnc(=O)[nH]2)c1,-2%,x,-5%
CCN1CCN(CC(=O)Nc2ccc(S(=O)(=O)N3C(C)CCCC3C)cc2)CC1 (stereo unspecified),13%,-26%,-5%
CC1CC1C(=O)OCC(=O)NC(=O)NC12CC3CC(CC(C3)C1)C2 (stereo unspecified),-10%,-8%,-11%

# The whole of this part, from the start:
Compound,FEN1 inh,N370S GC,DT40 TDP1 CPT
Cc1cccc([C@@H]2[C@@H]3C(=O)N(Cc4ccccc4)C(=O)[C@@H]3[C@]3(Cc4ccccc4)C(=O)N(c4cccc(Cl)c4)C(=O)N23)c1,0%,-3%,-2%
Cc1ccc(Cl)cc1NC(=O)c1ccccn1,-14%,7%,-19%
O=C(O)c1cccc(NC(=O)c2cccc(NC(=O)C3CCCO3)c2)c1 (stereo unspecified),2%,6%,1%
COc1ccc(OC)c(NC(=O)CSc2ccnc(=O)[nH]2)c1,-2%,x,-5%
CCN1CCN(CC(=O)Nc2ccc(S(=O)(=O)N3C(C)CCCC3C)cc2)CC1 (stereo unspecified),13%,-26%,-5%
CC1CC1C(=O)OCC(=O)NC(=O)NC12CC3CC(CC(C3)C1)C2 (stereo unspecified),-10%,-8%,-11%
Cc1cccc(NC(=O)CSc2nc(NS(=O)(=O)c3ccccc3)cc(=O)[nH]2)c1,-4%,19%,2%
CCOC(=O)c1nc(C)nc(Sc2n[nH]c(-c3ccccc3)n2)c1C,21%,24%,6%
CC(C)=CCc1c(O)ccc(C2COc3c(CC=C(C)C)c(O)cc(O)c3C2=O)c1O (stereo unspecified),-3%,x,u
O=C(NC1(C(F)(F)F)N=C(c2ccccc2)N(C2CCCCC2)C1=O)c1ccc(F)cc1 (stereo unspecified),1%,x,-25%
CCOC(=O)CNC(=O)C(Cc1ccccc1)NS(=O)(=O)c1ccc2c(c1)CCC(=O)N2 (stereo unspecified),6%,x,3%
Cc1c(CCC(=O)O)c(=O)oc2cc3occ(-c4ccc(Cl)cc4)c3cc12,u,4%,-3%
CC(Oc1ccccc1F)c1nnc(SCC(=O)Nc2ccc(N3CCOCC3)cc2)o1 (stereo unspecified),-2%,x,2%
CN(C)CCCNc1oc(-c2ccccc2Cl)nc1S(=O)(=O)c1ccc(F)cc1,12%,-1%,u
O=S(=O)(NCCc1ccccc1)c1ccc(Br)cc1,-11%,2%,-3%
Nn1c(Cc2cccc3ccccc23)nnc1SCc1c(F)cccc1Cl,0%,-16%,u
CCCCCc1ccc(CC(=O)O)cc1,-3%,8%,-3%
COc1cccc(/C=N/Nc2nnc3c(n2)[nH]c2ccccc23)c1OC,-1%,-6%,u
Cc1cc2nc(C(C)(C)C)cc(N)n2n1,-6%,1%,16%
CCOC(=O)N(C)S(=O)(=O)c1ccccc1[N+](=O)[O-],13%,8%,-18%
CC(C)C(C(=O)NCc1ccco1)N(C(=O)CNS(=O)(=O)c1ccccc1)C1CCCC1 (stereo unspecified),-2%,-2%[2.35 µM],-1%
O=C1NCC(COCc2ccco2)O1 (stereo unspecified),-6%,2%,-19%
Clc1ccc(-c2csc(Nc3ccccc3)[n+]2Cc2ccco2)c(Cl)c1,8%,7%,u
O=C(COc1ccc(N2C(=O)c3ccccc3C2=O)cc1)c1ccccc1,-6%,5%,4%
O=C(Nc1ccc2c(c1)nc1n2CCOC1)c1ccccc1,-4%,5%,-19%
Cc1csc2nc(CNS(=O)(=O)N(C)C)cn12,-7%,-21%,20%
Cc1cc(NC(=O)CSc2nnc(-c3c[nH]c4ccccc34)n2-c2ccc(Cl)cc2)no1,11%,-8%,u
Cc1ccc(C)c(N2CCN(C(=O)CCc3nc(-c4ccccc4F)no3)CC2)c1,-14%,x,u
CCCC(=O)Nc1ccc2c(c1)nc(CN1CCCC1)n2C,1%,16%,-8%
O=C(Nc1ccc2c(c1)OCO2)c1cccc(S(=O)(=O)N2CCCC2)c1,4%,3%,u
O=C(c1cccc(F)c1)N1CCC2(CC1)CCN(c1ccc(-c3ccccc3)cc1)CC2,x,-10%,9%
O=S(=O)(O)c1ccc2c(c1)C(C(Cl)(Cl)Cl)OC(C(Cl)(Cl)Cl)O2 (stereo unspecified),-1%,x,15%
O=c1[nH][nH]cc1C=NCc1cccc(C(F)(F)F)c1,0%,-7%,1%
Cc1cc(C)c(S(=O)(=O)Cc2ccccc2)c(Cl)n1,6%,-10%,-8%
CCOc1ccc(N(CC(=O)NCc2ccccc2C)S(C)(=O)=O)cc1,5%,3%,-13%
CC(=O)NS(=O)(=O)c1ccc(NC(=O)c2cc3c(=O)n4ccccc4nc3s2)cc1,-4%,6%,-7%
O=C(Nc1ccc(Cl)cc1)N1CCCC(Cn2cccc2)C1 (stereo unspecified),5%,2%,2%
O=C(c1ccco1)N(CCC(c1ccccc1)c1ccco1)Cc1ccco1 (stereo unspecified),u,23%,u
CN(Cc1ccccc1)c1ccc2nnc(-c3ccccc3)n2n1,-2%,u,u
O=C(c1ccc(NS(=O)(=O)/C=C/c2ccccc2)cc1)N1CCCCC1,0%,-6%,u
COCc1ccc(C(=O)N2CCCC(CCC(=O)NCc3ccccc3F)C2)o1 (stereo unspecified),1%,12%,3.7µM*
CSc1ccc(-c2nnc(NC(=O)c3ccc4c(c3)OCCO4)o2)cc1,-4%,x,u
CCC(Cc1ccccc1)NC(=O)c1oc(=O)c2ccccc2c1-c1ccccc1 (stereo unspecified),-2%,x,u
COc1ccc(CNCCS(=O)(=O)NC2CCCC2)cc1,-3%,x,-16%
COc1ccc(-c2cn3nc(N4CCC(C(=O)Nc5cccc(OC)c5)CC4)sc3n2)cc1,18%,x,u
Cc1ccc(C(=O)NNC(=O)CCC(=O)Nc2cccc(Cl)c2C)cc1,8%,0%,-9%
CC(Sc1ccccc1)C(=O)NCCc1ccccc1 (stereo unspecified),7%,1%,-7%
O=C(O)CSc1nnc(-c2ccc(S(=O)(=O)N3CCCC3)cc2)n1Cc1ccco1,-6%,-7%,-8%
COc1ccc2cnnc(SCC(=O)Nc3ccc(C(=O)O)cc3)c2c1OC,-17%,-7%,-6%
CCOc1ccc(NC2c3ccccc3C(=O)N2Cc2ccc3c(c2)OCO3)cc1 (stereo unspecified),u,-4%,u
C#CCOCCOCCOCCNc1nc(N2CCN(C(=O)Cn3cc(CC(C)O)nn3)CC2)nc(N2CCN(C(=O)[C@H](C)n3cc(CCCN=C(N)N)nn3)CC2)n1 (stereo partly specified),u,7%,-10%
COc1cc(OC)c(NC(=O)N2CCOCC2)cc1Cl,5%,-1%,12%
CC(=Nc1ccc(Br)cc1)c1sc2ccccc2c1O,-17%,24%,-22%
O=C1N=c2ccccc2=C1c1sc(Nc2ccc(O)cc2)nc1O,u,-15%,3%
O=C(NCc1ccco1)C1CCCN(S(=O)(=O)c2cccc3nonc23)C1 (stereo unspecified),1%,-4%,-10%
Cc1ccccc1OCC(=O)NCCCNC(=O)c1ccco1,-5%,-10%,9%
O=C(CCC(=O)Nc1ccc(F)cc1)N/N=C/c1c[nH]c2ccccc12,9%,-13%,-4%
C1=C(CN2CCOCC2)COc2c1cccc2OC[C@@H]1CNCCO1,x,-7%,-2%
O=C(NN1CCOCC1)c1ccc(Cl)cc1,1%,20%,9%
Cc1cccc(NC(=O)Cc2noc3ccccc23)c1,2%,-6%,u

# Next entries.
Compound,FEN1 inh,N370S GC,DT40 TDP1 CPT
COc1ccc(C(Nc2cc(C)ccn2)c2ccc3ccc(C)nc3c2O)cc1 (stereo unspecified),5%,-1%,u
O=C1C2C3C=CC(C4CC34)C2C(=O)N1CCCCN1CCN(c2ccc(F)cc2)CC1 (stereo unspecified),4%,x,u
CCOC(=O)c1c(N2C(=O)C3CC(C)=C(C)CC3C2=O)sc(C)c1C (stereo unspecified),-17%,4%,-3%
COc1ccc(C)cc1NS(=O)(=O)c1ccccc1,-17%,x,-5%
Cc1occc1C(=O)N1CCCC(Nc2ccc(F)cc2)C1 (stereo unspecified),-6%,-2%,-1%
CCC1CCCCN1C(=O)COC(=O)c1n[nH]c2ccccc12 (stereo unspecified),-14%,8%,-16%
O=C(CC1SC(=NC2CCCCC2)NC1=O)Nc1ccccc1 (stereo unspecified),6%,11%,-2%
Cc1cccc(-n2c(C)cc(/C=C3/C(=N)N4C(c5ccccc5)=CSC4=NC3=O)c2C)c1,-9%,17%,u
Cc1nc(C)c(-c2ccc(SCc3ccccc3C)nn2)s1,4%,5%,u
CCOC(=O)CSc1nnc(-c2c[nH]c3ccccc23)o1,-1%,-4%,16%
CCOC(=O)C1CCN(C(=O)COc2ccc(S(=O)(=O)NC(C)C)cc2)CC1,-2%,2%,1%
COc1c(Br)cc(Br)cc1/C=N/NC(=O)c1ccncc1,-11%,-12%,u
Cc1ccc(-n2c(SCC(=O)OC(C)C)nnc2-c2ccco2)cc1,10%,2%,-11%
CCOC(=O)C1=C(N)Oc2ccc3ccccc3c2C1c1ccc(O)c(OC)c1 (stereo unspecified),-12%,-2%,-9%
Cc1ccc(CNC(=O)CCc2nnc(Cc3ccc(-c4ccccc4)cc3)o2)o1,14%,1%,u
CCc1ccc(C2N=C(N)Nc3nc4ccccc4n32)cc1 (stereo unspecified),-11%,x,16µM*
O=C(COC(=O)c1ccc(F)cc1F)NC(=O)Nc1ccc2c(c1)OCCO2,-10%,x,6%
COc1cc(-c2ccc(NC(=O)c3ccc(C)cc3)c(OC)c2)ccc1NC(=O)c1ccc(C)cc1,0%,-4%,6%
COc1ccc(N2C(=O)C3CCCN3C2c2ccccc2Cl)cc1 (stereo unspecified),18%,22%,-10%
Cn1c(=O)cc(N2CCOCC2)[nH]c1=O,-6%,15%,-1%
O=C(N/N=C/c1ccc(N2CCOCC2)c([N+](=O)[O-])c1)c1ccc(F)cc1,-8%,0%,-29%
CCCNC(=O)C1CCN(S(=O)(=O)c2ccc3[nH]c(=O)ccc3c2)CC1,-1%,1%,-2%
C=CCC(CC=C)(C(=O)O)c1ccccc1,-4%,-8%,-26%
CC1CCN(S(=O)(=O)CCNC(=O)c2ccc3c(c2)OCO3)CC1,-10%,-5%,13%
O=C(CSCc1ccc(Cl)cc1)Nc1ccc(-c2nnc(-c3ccccc3)o2)cc1,2%,-6%,u
Cc1nc(=O)c(-c2ccccc2)c(C)n1-c1ccccc1,1%,4%,4%
O=C(C[N+]1(CCc2ccccc2)CCOCC1)c1ccccc1,2%,x,2%
COc1ccc(CC(=O)NCc2ccccn2)cc1OC,-2%,1%,5%
O=C(COc1ccc2c3c(c(=O)oc2c1)CCCC3)N1CCN(c2ccc(F)cc2)CC1,-8%,0%,23µM*
O=C(NCC(c1cccnc1)N1CCN(c2ccccc2)CC1)OCc1ccccc1 (stereo unspecified),-8%,8%,u
O=C1NC(c2ccccc2)Cc2ccncc21 (stereo unspecified),-1%,x,-1%
Cc1ccc(C)c(Oc2cc(F)nc(N)n2)c1,2%,0%,10%
O=C(Nc1nc(-c2cccs2)c(-c2ccccc2)s1)c1ccco1,-21%,4%,-18%
Cc1cc(C(=O)N2CCN(S(C)(=O)=O)CC2)sc1-c1ccccc1,3%,-13%,-7%
Cc1cc(N/C(=N\S(=O)(=O)c2ccc(Cl)cc2)c2ccc(F)cc2)no1,9%,-24%,-6%
Cc1ccc(COc2ccc(C(=O)NN)cc2)cc1,15%,25%,-29%
NC(N)=NN=C(c1ccc(F)cc1)c1ccc(C(F)(F)F)cc1,-2%,x,2.6µM*
O=C(Nc1ccccc1Cl)C1CCN(Cc2cnn(-c3ccccc3)c2-n2cccc2)CC1,-1%,-3%[12.8 µM],16µM*
O=C(NC1CC(=O)N(c2ccccc2)C1)C(c1ccccc1)c1ccccc1 (stereo unspecified),13%,x,u
CCOC(=O)N1CCC(NC(=O)CC2C(=O)NCCN2Cc2cccc(F)c2F)CC1 (stereo unspecified),6%,-3%,17%
COc1ccccc1CN1CC(C(=O)NCc2cc(C)on2)CCC1=O (stereo unspecified),3%,1%,3%

# Compound profiles, as listed above:
# `COc1ccccc1CN1CC(C(=O)NCc2cc(C)on2)CCC1=O` (stereo unspecified) across the screens: FEN1 inh = 3%; N370S GC = 1%; DT40 TDP1 CPT = 3%
# `O=C(NC1CC(=O)N(c2ccccc2)C1)C(c1ccccc1)c1ccccc1` (stereo unspecified) across the screens: FEN1 inh = 13%; N370S GC = x; DT40 TDP1 CPT = u

# Only part of the results is shown. The share of hits here may be higher or lower than overall.
